mHTT-CaM PPI inh: mutant huntingtin-calmodulin interaction inhibitors – biochemical, AlphaScreen, primary screen. 190,000 tested, 3.6% active. AlphaScreen His-mHTT/GST-CaM binding, luminescence. P42858. inhibition, % at 15 µM. AID 1671202, 2021;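 further: 0% = both proteins with DMSO and 100% = one protein alone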
Pf apPOL inh: Pf-apPOL inhibitors, biochemical, fluorescence. Plasmodium falciparum apicoplast DNA polymerase (apPOL). Recombinant Pf-apPOL, molecular beacon fluorescence, 1.5 h. inhibition, % at 10 µM. 210,000 tested, 0.25% active. AID 1794808, 2022
* marks the source's active call; other numbers are inactive results; nt = no result given; & = joins results of further samples. No stated cut-off is given here; in the data, active means inhibition above about 50%; inactive means the rest.

The first 19 compounds as a preview:
SMILES | mHTT-CaM PPI inh | Pf apPOL inh
O=C(CCc1ccccc1)N1CCc2c(nc3cc[nH]n3c2=O)C1 | -3 | -5
CCCC1C(c2ccccc2)NC(c2ccccc2)CC1(C)O (centres undefined) | -6 | -1
O=[N+]([O-])c1ccccc1S(=O)(=O)Nc1ccc(S(=O)(=O)N2CCOCC2)cc1 | 0 | -3
Cc1ccccc1OCC(=O)Nc1cccc(Cl)c1C | -1 | 0
CC(C)=CCCC(C)CN1CCN(CCOCCO)CC1 (centres undefined) | -7 | -3
O=C1OC(c2ccc3c(c2)OCO3)=N/C1=C\c1ccc(I)o1 | 2 | -1
Cc1ccc(C)c(-n2nnc(C(=O)Nc3ccc(N4CCN(C)CC4)cc3)c2C)c1 | 14 | -1
CCOC(=O)Cc1c[nH][nH]c1=O | -1 | nt
COc1ccccc1-c1noc(C2CCCN2C(=O)c2cccs2)n1 (centres undefined) | -4 | -3
COc1ccc(N(CC(N)=O)S(=O)(=O)c2ccccc2)cc1OC | 0 | -3
O=C(c1cccc(-n2cnnn2)c1)N1CCN(C(=O)C2CC2c2cccs2)CC1 (centres undefined) | 2 | 4
COc1cccc(COc2cn(C)c(C(=O)NC3CCCCCC3)cc2=O)c1 | -2 | 3
O=C(NCc1cnccn1)C1CCN(c2cnn(Cc3ccccc3)c(=O)c2)CC1 | 9 | -2
Cn1ncc2c(N3CCCC3)ncnc21 | nt | -9&-9
Cc1noc(C)c1S(=O)(=O)N1CCC(CC(=O)NCc2ccccc2F)CC1 | -1 | -2
Cc1cc(CNC(=O)CN2C(=O)c3ccccc3C2=O)no1 | nt | -1
O=C(C1CC1)N1CCCC(OCc2nc(-c3cnccn3)no2)C1 (centres undefined) | -4 | 4
CCOC(=O)NCC1CCN(C(=O)Nc2ccc(F)cc2)CC1 | -2 | -2
COc1ccc(C2C(C(=O)NC3CCCC(C)C3C)CC(=O)N2c2ccc(OC)cc2)cc1 (centres undefined) | 1 | -2

Main list, repeating the preview:
SMILES | mHTT-CaM PPI inh | Pf apPOL inh
O=C(CCc1ccccc1)N1CCc2c(nc3cc[nH]n3c2=O)C1 | -3 | -5
CCCC1C(c2ccccc2)NC(c2ccccc2)CC1(C)O (centres undefined) | -6 | -1
O=[N+]([O-])c1ccccc1S(=O)(=O)Nc1ccc(S(=O)(=O)N2CCOCC2)cc1 | 0 | -3
Cc1ccccc1OCC(=O)Nc1cccc(Cl)c1C | -1 | 0
CC(C)=CCCC(C)CN1CCN(CCOCCO)CC1 (centres undefined) | -7 | -3
O=C1OC(c2ccc3c(c2)OCO3)=N/C1=C\c1ccc(I)o1 | 2 | -1
Cc1ccc(C)c(-n2nnc(C(=O)Nc3ccc(N4CCN(C)CC4)cc3)c2C)c1 | 14 | -1
CCOC(=O)Cc1c[nH][nH]c1=O | -1 | nt
COc1ccccc1-c1noc(C2CCCN2C(=O)c2cccs2)n1 (centres undefined) | -4 | -3
COc1ccc(N(CC(N)=O)S(=O)(=O)c2ccccc2)cc1OC | 0 | -3
O=C(c1cccc(-n2cnnn2)c1)N1CCN(C(=O)C2CC2c2cccs2)CC1 (centres undefined) | 2 | 4
COc1cccc(COc2cn(C)c(C(=O)NC3CCCCCC3)cc2=O)c1 | -2 | 3
O=C(NCc1cnccn1)C1CCN(c2cnn(Cc3ccccc3)c(=O)c2)CC1 | 9 | -2
Cn1ncc2c(N3CCCC3)ncnc21 | nt | -9&-9
Cc1noc(C)c1S(=O)(=O)N1CCC(CC(=O)NCc2ccccc2F)CC1 | -1 | -2
Cc1cc(CNC(=O)CN2C(=O)c3ccccc3C2=O)no1 | nt | -1
O=C(C1CC1)N1CCCC(OCc2nc(-c3cnccn3)no2)C1 (centres undefined) | -4 | 4
CCOC(=O)NCC1CCN(C(=O)Nc2ccc(F)cc2)CC1 | -2 | -2
COc1ccc(C2C(C(=O)NC3CCCC(C)C3C)CC(=O)N2c2ccc(OC)cc2)cc1 (centres undefined) | 1 | -2
O=C(O)c1ccc(N2C(=O)c3nccnc3C2=O)cc1 | -4 | -1
O=C(NCCCn1ccnc1)c1cccc(Oc2ncccn2)c1 | -8 | 0
O=C(O)/C=C/C(=O)Nc1cccc(C(F)(F)F)c1 | -1 | -2
COc1ccccc1-c1c(C)oc2c(CN3CCCCCC3)c(O)ccc2c1=O | 2 | 6
Cc1cccc(CNC(=O)C2CCCN(c3cnn(C)c(=O)c3)C2)c1 (centres undefined) | -4 | 0
O=C(Nc1cnc(-c2cccc(Cl)c2)nc1)c1cccs1 | -10 | -1
Cc1nnc2ccc(-c3noc(-c4ccccc4F)n3)cn12 | 4 | 8
CCC1CN2C=NC(N3CCN(C(=O)Cc4ccccc4OC)CC3)=CC2=N1 (centres undefined) | 12 | 0
Cc1csc(NC(=O)CCCSc2ccc(NC(=O)C3CC3)nn2)n1 | -8 | -7
CC(C)n1c(=O)c(N2CCN(C(=O)c3cc4c(s3)CCCC4)CC2)nc2ccncc21 | 18 | 3
CC(C)(C)NC(=O)c1csc(-c2ccc(N3CCCC3)nc2)n1 | 3 | -8
COc1ccc(-c2c(C(F)(F)F)oc3cc(O)cc(O)c3c2=O)cc1 | 42 | -3
CC(=O)NCCc1csc(C2CCN(C(=O)c3ccccc3C)CC2)n1 | 6 | -5
CN1C(=O)C(C)(C)COc2cc(NS(=O)(=O)Cc3cccc(Cl)c3)ccc21 | -4 | -12
CCOc1ccc(C(=O)N2CC(C(=O)NC)C3(CCCC3)C2)cc1OCC (centres undefined) | -4 | 1
CCc1cccc(NC(=O)N2CC3CC(NS(C)(=O)=O)C2C3)c1 (centres undefined) | -6 | 0
O=C(c1cc2c(=O)n(Cc3ccccc3)ccc2s1)N1CCCCC1 | 0 | -4
CCc1ccc(-c2cn(-c3ccc(C)c(Cl)c3)c(=O)[nH]2)cc1 | 45 | 0
O=C(O)c1cc2n(n1)C(C(F)(F)F)CC(C1CC1)N2 (centres undefined) | -3 | nt
CCOc1ccc(CCNc2ncnc3c2nc2n3CCCC2)cc1OCC | 4 | 0
COc1ccc(NC(=O)C2CCCN(c3cnn(C)c(=O)c3)C2)cc1 (centres undefined) | 3 | -2
Cc1ccc(N=c2oc3c(C)ncc(CO)c3cc2C(=O)Nc2ccccc2C)cc1C | 4 | 8
CC[C@@H]1C(=O)[C@H](Cc2ccccc2)[C@H]2CCCC(=O)N3CC[C@@H]1[C@@H]23 | 17 | -1
Cc1cccc(-c2noc(C(=O)NNC(=O)C(Cl)(Cl)Cl)n2)c1 | nt | 40
Cc1ccc(-c2cn3cc(C(=O)NC(C)(C)C)ccc3n2)cc1 | -4 | -5
Cc1nn(-c2ccccc2)c2nc(N3CCC(NC(=O)c4ccc(F)cc4)CC3)sc12 | 1 | -3
O=C(c1nnn(-c2ccccc2F)c1-c1ccccn1)N1CCN(c2ncccn2)CC1 | 0 | -5
O=c1c2sccc2nc(SCc2ccc(Cl)cc2)n1Cc1ccccn1 | 6 | -7
O=C(c1ccc2c(c1)OCO2)N1CCCn2nc(-c3cccs3)cc2C1 | 3 | -2
O=C(CN1C(=O)NC2(CCCCC2)C1=O)Nc1cccc(C(F)(F)F)c1 | 3 | -5
O=C(C1CCN(S(=O)(=O)c2ccc(F)cc2)CC1)N1CCOCC1 | -4 | 0
Cc1ccc(CN2C(=O)CCC2C(=O)NC2CCCC(C)C2C)cc1 (centres undefined) | 9 | -29
O=C(NCc1ccco1)C1CCN(c2nnc3ccc(C(F)(F)F)cn23)CC1 | 2 | 0
O=C1Nc2cc(C(=O)N3CCOCC3)ccc2SC1N1CCCC1 (centres undefined) | 1 | -20
Cc1ccc(S(=O)(=O)N2CC(c3noc(-c4cccnc4)n3)C2)cc1Cl | -2 | 0
CC(=O)NC(c1ccco1)c1cc(Cl)c2cccnc2c1O (centres undefined) | 100* | -4
O=C(O)COc1cccc(/C=C/[N+](=O)[O-])c1 | 18 | -4
CCCC1(CO)CCCN1C(=O)c1ccncc1 (centres undefined) | -1 | -5
O=S(=O)(c1ccccc1)N1CC2c3ccccc3CCN2C1c1ccccc1 (centres undefined) | -15 | nt
CCCCNC(=O)C1CC(c2ccc(OC)c(OC)c2)=NO1 (centres undefined) | -9 | -5
CC1(C)Cc2ccccc2/C(=C(\C#N)c2ccccc2)N1 | 2 | -7
Next structures:
SMILES | mHTT-CaM PPI inh | Pf apPOL inh
COc1ccc(CC(=O)N2CCCC2c2cc(C)on2)cc1OC (centres undefined) | -1 | -6
CCOc1ccc(N(C(C)C(=O)NCc2ccco2)S(C)(=O)=O)cc1 (centres undefined) | 5 | -3
O=C(NCCN1CCOCC1)c1cc(Sc2ccc(F)cc2F)nc2ccccc12 | -2 | -17
C=CCN1C(=O)/C(=C/c2cccs2)SC1=Nc1ccccc1 | 5 | -3
COc1ccccc1CN1[C@@H](CC(=O)O)c2cc(F)cc(F)c2S1(=O)=O | 16 | 0
COc1ncc(C(=O)Nc2ccc(F)cc2F)c(C)n1 | -6 | -4
Cc1occc1C(=O)Nc1nc2ccc(Cl)cc2s1 | 6 | -1
Cc1cc(NC(=O)c2ccc3c(c2)Sc2ncccc2C(=O)N3C)ccc1F | 17 | 1
COc1cc(C(=O)ON=C2CCSCC2)cc(OC)c1OC | 1 | -7
COc1ccc(-c2ccc3c(N)c(C(=O)Nc4ccc(F)cc4)sc3n2)cc1OC | 36 | -7
COc1ccc(OC)c(S(=O)(=O)NC2CCCCC2)c1 | -4 | 5
COc1cc(N2CN=c3s/c(=C\c4ccccc4)c(=O)n3C2)cc(OC)c1OC | 35 | -8
Cc1ccc(-c2nc3ccccc3s2)cc1NC(=O)c1ccc([N+](=O)[O-])cc1Cl | 0 | -5
CCN(CC)C(=O)C(NC(=O)c1ccc([N+](=O)[O-])cc1)C12CC3CC(CC(C3)C1)C2 (centres undefined) | 1 | -8
Cc1ccc(-c2noc(-c3cccnc3N3CCC(C(=O)NC4CCCC4)CC3)n2)cc1 | -16 | -6
Cc1cc(C2CCCN2C(=O)CC(C)C)on1 (centres undefined) | -6 | 5
C=CCC(=O)Nc1cc(-c2ccccc2)nn1-c1cccc(F)c1 | 2 | -1
Cc1ccc2c(c1)N(Cc1cccc(C(=O)NCc3ccncc3)c1)C(=O)CO2 | 20 | 0
C[C@H]1COc2cccc(N3CCN(Cc4ccccc4F)CC3)c2S(=O)(=O)N1 | -14 | -4
COc1ccccc1C1CC(=O)NC(SC)=C1C#N (centres undefined) | -17 | -2
COc1ccc(C(=O)Nc2ccc(-c3nc4ccccc4o3)c(O)c2)cc1 | 2 | -3
O=C(c1ccccc1F)N1CCN(c2nc(CN3CCOCC3)cs2)CC1 | 2 | 0
CC(C)(C)CC(C)(C)NC(=O)c1cc2n(n1)C(C(F)(F)F)CC(c1ccc3c(c1)OCO3)N2 (centres undefined) | 8 | -4
CC(C)(C)c1ccc(-c2csc(N)n2)cc1 | -7&21 | -8&0
O=C(CSc1nc2ccccc2c(=O)n1CCc1ccccc1)NCc1ccco1 | 1 | -1
Cc1ccc(N2CCN3c4ccccc4CC(C(=O)N4CCSCC4)C3C2)cc1 (centres undefined) | 58* | -1
CC(C)=CCn1c(C(=O)N2CCN(C)CC2)cc2sc(C)cc21 | 40 | -8
CCc1c(-c2ccccc2)n(Cc2ccccc2)c2nc3c(c(=O)n(C)c(=O)n3C)n12 | 7 | -2
COc1ccc(C)cc1NC(=O)Cn1ccc2sccc2c1=O | -2 | 0
CCN1CCCC1CNc1nc(C)nc2sc(C)cc12 (centres undefined) | -4 | -8
CCn1ncc(Cl)c1C(=O)N1CCCC1c1cc(C(C)C)no1 (centres undefined) | -3 | 6
Cc1ccc(Cl)cc1N1CCN(C(=O)c2ccc(F)cc2)C(C)C1=O (centres undefined) | -2 | 0
CN1/C(=C/C(=O)c2cccc([N+](=O)[O-])c2)Sc2ccccc21 | 9 | 0
COCCNC(=O)C12CC3CC(C1)CC(c1ccccc1)(C3)C2 | 0 | -2
O=C1N=C(N2CCCCC2)S/C1=C/c1ccc(Br)cc1 | 1 | -9
COc1ccc2sc(NC(=O)CSc3nnnn3-c3ccccc3)nc2c1 | 4 | -4
COCCN1C2=C(C(=O)CC(C)(C)C2)C(c2ccc(OC)c(OC)c2)C2=C1CC(C)(C)CC2=O | 11 | -5
OC(CNC1CCCC1)COC12CC3CC(CC(C3)C1)C2 (centres undefined) | 3 | -10
Cc1ccc2c(Nc3cccc(C(C)C)c3)c(C(=O)N3CCSCC3)cnc2n1 | 2 | -1
CC(C)c1ccc(/C=C2\C(=O)Nc3ccc(Br)cc32)cc1 | 19 | 0
CC(C)C(NC(N)=O)c1ccccc1 (centres undefined) | 2 | 1
CCOC(=O)c1oc2cc(OC(=O)c3ccco3)ccc2c(=O)c1-c1ccc(Br)cc1 | 4 | -5
CC(C)c1cc(C2CCCN2Cc2ccc(F)c(F)c2)no1 (centres undefined) | -34 | 3
N#CC(C#N)=CNc1ccc(Cl)cn1 | -4 | nt
Ic1ccc(C2=CC(c3cccs3)n3ncnc3N2)cc1 (centres undefined) | 0 | 3
O=C1CC(c2noc(CCc3ccccc3)n2)CN1c1ccccc1 (centres undefined) | -9 | 5
CC(C)c1ccc(N2C(=O)C(=Cc3ccc([N+](=O)[O-])s3)SC2=S)cc1 | nt | -7
Cc1ccc2c(Cl)c(C(N)=O)sc2c1 | -1 | 2
O=C(Nc1ccc2c(c1)OCO2)N1CCCC1c1ccc(F)cc1 (centres undefined) | 1 | -4
Cc1ccnc(NC(=O)c2ccc(Cl)c([N+](=O)[O-])c2)c1 | 5 | 2
Cc1nc2cccnc2n1C1CCN(C(=O)c2ccncc2)C1 (centres undefined) | -3 | 1
Cn1c(C(O)(c2ccccc2)C(O)c2ccco2)nc2ccccc21 (centres undefined) | -3&0 | 11&-5
O=C(Nc1ccc(Cl)c(C(F)(F)F)c1)[C@@H]1CC=C[C@@H]2CCN(Cc3ccccc3)C(=O)[C@@H]21 | -9 | -1
CCCc1cc(C2CCCN2C(=O)NCCC(C)C)no1 (centres undefined) | -7 | 2
COc1ccc(Cl)cc1-c1nc(-c2nonc2N)no1 | -6 | -1

From PubChem
